TLR9-MyD88 inh: blocks human TLR9 binding to MyD88; CHO BLA complementation TLR9-MyD88, CCF4 FRET ratio; actives 0.21% (n = 340,000); inhibition, % at 4.98 µM;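 active = inhibition above the mean over all tested compounds plus 3 SD, cut at about 21% in these data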;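 note: 0% = DMSO only wells and 100% = clavulanate BLA inhibitor control wells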
Exocytosis inh: blocks lytic granule exocytosis | inhibition, % at 10 µM | TALL-104 LAMP-1 surface exposure, flow cytometry; cells stimulated with thapsigargin and PMA | actives 0.66% (n = 360,000);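 active = inhibition above about 55%, limit read from the data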
ABHD5-PLIN5 inh: blocks binding of human ABHD5 to perilipin-5; Q00G26+Q8WTS1; Split G. princeps luciferase complementation, luminescence, 4 h; inhibition, % at 4 µM; actives 0.78% (n = 360,000);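 active = inhibition above the mean inhibition across every tested compound plus 3 SD, cut at about 22% in these data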;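 note: 0% = DMSO only wells and the 100% control is not disclosed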
NOD2-RIPK2 inh: inhibitors of human NOD2-RIPK2 interaction. AID 624267. CHO BLA complementation NOD2-RIPK2, CCF4 ratio. O43353. actives 0.38% (n = 360,000). inhibition, % at 4.98 µM; in the data active = inhibition above about 21%;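 note: 0% = vehicle only and 100% = reference blocker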
NCOA2 inhibitor: human SRC2 (NCOA2) inhibition | Q15596 | inhibition, % at 9 µM | actives 0.17% (n = 370,000) | AID 651957 | HEK293 GAL4-SRC2 luciferase reporter, luminescence;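 active = inhibition above the mean inhibition of all tested compounds plus 3 SD, set per campaign, cut at about 52% in these data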;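 note: 0% = DMSO treated cells and 100% = cells given Gossypol at 36 µM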
NCOA3 inh: inhibits human SRC3 coactivator; HEK293 GAL4-SRC3 luciferase reporter, luminescence; inhibition, % at 3.6 µM; actives 0.17% (n = 360,000);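 active = inhibition above a per-campaign cutoff, the mean of all compounds plus 3 SD, cut at about 60% in these data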;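 note: 0% = DMSO-treated cells and 100% = gossypol-treated cells at 36 µM; higher means less SRC3-driven luciferase light from the GAL4 reporter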
LRH-1 inv ag: inverse agonists of human LRH-1 (NR5A2). O00482. HEK293T StAR-luciferase reporter, LRH-1 transfected, 24 h. inhibition, % at 3.6 µM. actives 0.13% (n = 360,000);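 active = inhibition above the mean inhibition of all tested compounds plus 3 SD, cut at about 73% in these data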;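 note: 0% = DMSO wells and 100% = reporter-only cells lacking LRH-1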
Target sequence (O00482 whole entry, looked up): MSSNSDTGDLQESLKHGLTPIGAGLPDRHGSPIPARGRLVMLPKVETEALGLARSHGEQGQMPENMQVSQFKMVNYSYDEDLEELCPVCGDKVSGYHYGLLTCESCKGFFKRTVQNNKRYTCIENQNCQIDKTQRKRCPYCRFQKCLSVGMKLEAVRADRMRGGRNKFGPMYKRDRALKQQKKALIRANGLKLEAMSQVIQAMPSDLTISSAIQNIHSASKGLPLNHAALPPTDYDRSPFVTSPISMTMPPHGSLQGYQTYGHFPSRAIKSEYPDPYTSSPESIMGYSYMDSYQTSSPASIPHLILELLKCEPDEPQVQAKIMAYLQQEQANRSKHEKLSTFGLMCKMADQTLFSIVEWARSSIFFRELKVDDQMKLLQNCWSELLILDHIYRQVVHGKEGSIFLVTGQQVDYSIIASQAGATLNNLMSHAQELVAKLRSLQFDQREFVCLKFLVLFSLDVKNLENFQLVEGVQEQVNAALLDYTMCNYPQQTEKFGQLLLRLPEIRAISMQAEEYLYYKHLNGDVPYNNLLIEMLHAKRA
TROY signal inh: blocks TROY-dependent signaling in reporter cells; AID 1347056; inhibition, % at 10 µM; actives 0.98% (n = 360,000); Q293 LMP1-TROYcd NF-kB luciferase reporter, 4 h;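 active = compounds whose plate-normalised and pattern-corrected inhibition of the luciferase reporter signal at the single screening dose is 50% or more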
SRC1 inh: human NCOA1 inhibition; Q15788; HEK293 GAL4-SRC1 luciferase reporter, luminescence; inhibition, % at 3.6 µM; actives 0.12% (n = 360,000);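 active = inhibition above the campaign mean plus 3 SD, with each screening campaign given its own cutoff, cut at about 60% in these data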;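 note: 0% = DMSO treated cells and 100% = gossypol at 36 µM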
TWEAK-Fn14 inh: TWEAK-Fn14 signaling inhibition; TWEAK-stimulated Fn14 reporter cells, luciferase luminescence, 8 h; inhibition, % at 10 µM; actives 2% (n = 360,000); AID 1159606; in the data active = inhibition above about 50%
COUP-TFII inh: NR2F2 (human) inhibition, primary screen; P24468; HEK293T NGFI-A luciferase reporter, luminescence; inhibition, % at 8.6 µM; actives 0.7% (n = 370,000); AID 686940;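 active = inhibition above a per-plate cutoff, mean inhibition of test wells between control levels plus 3 SD, cut at about 38% in these data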;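 note: cells cotransfected with COUP-TFII expression vector driving the NGFI-A reporter; 0% = median of COUP-TF2 test wells and 100% = reporter-only cells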
Target sequence (P24468 whole entry, looked up): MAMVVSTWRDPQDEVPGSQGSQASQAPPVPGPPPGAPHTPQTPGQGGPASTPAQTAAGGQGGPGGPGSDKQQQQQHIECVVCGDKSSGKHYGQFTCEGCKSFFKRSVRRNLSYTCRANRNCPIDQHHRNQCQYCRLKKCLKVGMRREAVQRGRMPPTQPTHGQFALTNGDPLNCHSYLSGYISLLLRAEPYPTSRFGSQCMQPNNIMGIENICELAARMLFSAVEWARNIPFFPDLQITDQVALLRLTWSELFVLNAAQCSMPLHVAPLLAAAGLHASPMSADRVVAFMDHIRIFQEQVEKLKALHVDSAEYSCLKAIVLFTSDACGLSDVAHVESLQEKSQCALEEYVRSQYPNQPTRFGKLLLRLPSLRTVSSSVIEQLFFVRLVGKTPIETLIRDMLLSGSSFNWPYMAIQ
The depositor's hits bear a star; nt = no result given.

SMILES	TLR9-MyD88 inh	Exocytosis inh	ABHD5-PLIN5 inh	NOD2-RIPK2 inh	NCOA2 inhibitor	NCOA3 inh	LRH-1 inv ag	TROY signal inh	SRC1 inh	TWEAK-Fn14 inh	COUP-TFII inh
CCOC(=O)c1ccccc1NC(=O)CSc1nncn1C	1	-1	-6	-5	-40	18	1	-3	-6	-20	-10
Cc1cc(C)c(S(=O)(=O)NCc2nc3nc(C)cc(C)n3n2)c(C)c1	2	1	-1	2	-27	-2	-12	14	6	1	9
Cc1ccccc1NC(=O)CSCCO	-10	-2	2	-1	-7	9	-4	2	2	1	-11
COC(=O)c1cccc(NC(=O)Cn2cnc3c2c(=O)n(C)c(=O)n3C)c1	-2	-3	6	3	14	-1	-2	-6	-2	1	-8
CC(C)OCCCNC(=O)C1CCC(CNS(=O)(=O)c2ccccc2)CC1 (stereo not given)	-10	-3	-3	-1	9	-3	1	16	-15	5	8
Cc1ccccc1NC(=O)CSCC(=O)Nc1ccccc1C	-1	-1	9	4	1	2	9	-6	-3	5	-5
O=S(=O)(N/N=C\c1ccc2c(c1)OCO2)c1ccccc1	2	-3	1	1	22	-8	3	-35	-17	-7	-12
COc1ccc(NS(=O)(=O)Cc2ccccc2)cc1OC	-2	-1	2	-2	19	-16	-1	-10	-1	-7	-12
O=C(CCc1nc(-c2ccccc2F)no1)NC1CCCCC1	7	-3	3	-9	-18	7	-24	-4	-5	2	9
N#CSCC(=O)c1cccc2ccccc12	0	32	-30	-6	6	14	-6	30	-8	5	-2
COc1cc(NC(=O)COC(=O)CC(C)(C)C)c(C)cc1[N+](=O)[O-]	3	5	-6	-8	2	7	4	-15	12	-26	-14
CNC(=O)c1[nH]cnc1C(=O)Nc1ccc(Cl)cc1	-6	4	-15	-2	-47	-22	8	-27	-21	15	-13

Full records from above. Values in the order: TLR9-MyD88 inh	Exocytosis inh	ABHD5-PLIN5 inh	NOD2-RIPK2 inh	NCOA2 inhibitor	NCOA3 inh	LRH-1 inv ag	TROY signal inh	SRC1 inh	TWEAK-Fn14 inh	COUP-TFII inh
Profile of `CCOC(=O)c1ccccc1NC(=O)CSc1nncn1C` : 1	-1	-6	-5	-40	18	1	-3	-6	-20	-10
Profile of `O=S(=O)(N/N=C\c1ccc2c(c1)OCO2)c1ccccc1` : 2	-3	1	1	22	-8	3	-35	-17	-7	-12
Profile of `N#CSCC(=O)c1cccc2ccccc12` : 0	32	-30	-6	6	14	-6	30	-8	5	-2
Profile of `COc1ccc(NS(=O)(=O)Cc2ccccc2)cc1OC` : -2	-1	2	-2	19	-16	-1	-10	-1	-7	-12
Profile of `O=C(CCc1nc(-c2ccccc2F)no1)NC1CCCCC1` : 7	-3	3	-9	-18	7	-24	-4	-5	2	9

(list continues)
SMILES	TLR9-MyD88 inh	Exocytosis inh	ABHD5-PLIN5 inh	NOD2-RIPK2 inh	NCOA2 inhibitor	NCOA3 inh	LRH-1 inv ag	TROY signal inh	SRC1 inh	TWEAK-Fn14 inh	COUP-TFII inh
CCOC(=O)c1nn(-c2ccccc2C)c(=O)c2c(N)scc12	3	-4	-22	0	13	8	15	13	-1	2	3
CC(C)NC(=O)c1ccc(CSCc2ccccc2Cl)o1	-1	-18	7	-4	-17	5	-18	-21	5	2	11
O=C(Cc1cccc(NC(=O)C2CCN(C(=O)CCc3ccccc3)CC2)c1)Nc1cccc(C(=O)N2CCCCC2)c1	4	-2	2	0	-9	5	24	-7	-1	-4	2
CCn1c(CSc2nc3ccccc3s2)nc2ccccc21	8	0	-3	-2	0	-11	-42	-29	-5	-2	-8
CN1CCN(C(=S)C(=O)Nc2ccc(Br)cc2)CC1	1	-1	19	-19	5	14	-18	-9	1	9	17
O=C(c1ccc(Cl)cc1Cl)C1(n2cncn2)Oc2ccccc2C1O (stereo not given)	3	1	-1	-6	14	-6	1	-5	-10	17	16
CC(C)(C)OC(=O)CC[C@@H](C(=O)N1CCN(C(=O)OC(C)(C)C)CC1)n1cc(C(CO)NC(=O)OC(C)(C)C)nn1 (stereo not given in full)	-10	-6	1	2	3	-3	8	-1	-1	-7	17
O=[N+]([O-])c1ccccc1C=CC=NN=Cc1ccccc1O	2	0	-2	-1	2	-80	-12	-58	-103	-3	-13
CCCCCCSc1nsc(NC(C)=O)n1	-14	14	1	-2	-22	-51	-89	-58	-74	-15	-27
CC(=O)Nc1cccc(-c2nc3ccccc3s2)c1C	10	1	-1	0	-6	10	-4	-12	-44	-5	-21
O=C(COC(=O)c1ccccc1F)NC(=O)NC1CCCC1	-20	20	-2	-3	-32	1	3	-15	8	18	1
COc1ccc(C(=O)NC(C)c2nccs2)cc1OC1CCN(C(C)C)CC1 (stereo not given)	2	2	-5	-3	-33	-8	-2	2	-5	-14	-8
O=C(Nn1cnnc1)C(Sc1ccccc1)c1ccccc1 (stereo not given)	-18	0	7	-13	6	-4	-6	-36	21	-32	5
C[C@H]1CN=C(N(C)C)N1CC1CCCC1	0	-9	0	-5	-4	-24	-15	2	-3	-9	-5
Cn1ccnc1C(=O)c1cc(SCC(=O)NCc2ccccc2)nc2ccccc12	4	33	4	-6	-10	13	2	13	-10	28	-21
CCOc1ccccc1N/C=C/C(=O)C(C)(C)C	-23	4	0	3	-19	17	1	-22	4	-12	2
COc1cc(/C=N/N2CCOCC2)ccc1OCc1ccc(Cl)cc1	-3	-3	-4	2	-39	-65	-68	-49	-77	-7	-19
O=C(CCCc1ccccc1)NCCc1ccc(F)cc1	1	7	-4	-8	-42	-19	-8	-28	1	-6	-18
O=C(NCc1ccc(Cl)cc1)c1cccc(NC(=O)c2ccccc2)c1	-3	2	5	-6	-18	37	9	23	9	36	5
COC(=O)C1(C)Nc2ccccc2C(=O)N1c1ccccc1C (stereo not given)	-7	1	6	-3	3	14	43	2	2	-25	14
O=C(Nc1ccc(C(=O)N2CCCCC2)cc1)C1CC1	-3	-2	7	4	9	-3	-13	5	-10	-5	-20
COC(=O)c1ccc(CN2C(=O)NC3(CCCc4ccccc43)C2=O)o1 (stereo not given)	-6	-4	1	2	-13	-1	15	17	9	5	9
COc1ccc(/C=N/n2cnc3c([nH]c4ccc(F)cc43)c2=O)cc1CSc1ccccn1	-6	-3	3	-10	3	0	0	-14	9	-4	14
Cn1c(SCc2c(Cl)cccc2Cl)nnc1-c1ccc2nonc2c1	9	0	3	2	-10	15	-1	-24	1	-13	7
CN1CCCN(C(=O)c2ccc(Br)s2)CC1	-3	5	-8	-6	-25	12	-2	-8	-7	-4	-7
O=C(CCC1CCCCC1)NCCS(=O)(=O)N1CCN(c2ccccc2)CC1	-5	3	-2	5	20	3	-3	-16	-7	15	21
Cc1cc(N2CCOCC2)nc(-c2ccccc2O)n1	-5	3	-6	-5	7	-17	-6	-10	-38	14	-3
O=C(CNC(=O)c1sc2ccccc2c1Cl)OCc1ccccc1	-5	2	2	-6	-4	4	-39	-40	-6	-3	10
CCCS(=O)(=O)NC(=O)C1(C)CCN(C(=O)c2nc(C)oc2C)C1 (stereo not given)	nt	7	10	2	-2	-11	-3	-16	5	-5	7
Cc1ccc(NC(=O)c2ccccc2NS(=O)(=O)c2ccc(Cl)s2)cc1S(=O)(=O)N1CCOCC1	-13	-10	-8	-2	23	-3	13	52*	3	78*	15
O=C(/C=C/c1ccc(Cl)cc1)N1CCN(c2ccccc2[N+](=O)[O-])CC1	-1	0	-1	7	-4	14	-6	10	-6	6	12
O=C(CCC(=O)n1ncc2ccccc21)N1CCCCC1	2	-2	-3	5	-13	6	-14	-37	-13	-9	20
COc1ccc(S(=O)(=O)N2Cc3ccccc3CC2C(=O)O)cc1OC (stereo not given)	0	-3	2	-1	-43	9	-21	-1	-14	7	5
CCOc1ccc(-n2c(C)nc3cc(C(=O)NCC4CCCO4)ccc32)cc1 (stereo not given)	-5	-18	2	2	35	9	-2	-10	9	19	20
N#CN=C(N)c1ccccc1	-2	-6	-6	-2	-4	5	17	-6	7	8	6
COc1ccc(-c2nn(-c3ccccc3)cc2/C=N/Nc2ccccn2)cc1OC	28*	6	9	-3	2	8	-37	-45	3	43	3
CCC(=O)N1CCC1(C)C(=O)Nc1cccc2c1CCCC2 (stereo not given)	nt	-3	5	-9	15	0	2	-10	-14	-18	7
COc1ccc(Cc2noc(CN3CCCN(Cc4ccc(F)cc4)CC3)n2)cc1OC	9	4	-2	-3	8	5	19	-21	6	-15	6
NC(=O)C1CCN(c2ncccc2[N+](=O)[O-])CC1	2	-1	3	-2	-10	0	1	5	-46	2	2
CC1(C)Cc2c(c(N3CCOCC3)nc3snc(NC(=O)c4ccccc4)c23)CO1	2	3	-2	5	6	1	13	-1	0	-10	14
CCCCC(=O)NC(c1ccccc1OC)c1ccc2cccnc2c1O (stereo not given)	12	2	9	6	37	32	38	-10	18	-3	-15
CN(C)C(=S)NC(=O)C(c1ccccc1)c1ccccc1	-4	0	-2	-10	-29	-4	-6	1	1	-1	-19
CCCOc1nnnn1-c1ccccc1	-11	8	6	-10	6	-3	-11	14	-12	-2	3
CN(c1ccc(Cl)cc1)S(=O)(=O)c1nnc(NC(=O)c2ccco2)s1	6	-2	-5	-3	4	9	1	9	-6	9	7
COc1ccc(C(=O)Nc2ccc([N+](=O)[O-])cn2)c(OC)c1	5	5	0	-4	-50	-88	-130	-6	-88	28	-47
CCCSc1ccc(C(=O)Nc2ccc(F)cc2F)cn1	-3	1	-8	4	-14	-43	-40	-34	-36	-14	-40
COc1cc(-c2nnc(NC(=O)CCS(=O)(=O)c3ccc(F)cc3)o2)cc(OC)c1OC	5	4	4	5	-8	10	-23	-1	-2	2	-18
COc1ccc(OC)c(C(=O)NC2CC(C)(C)Cc3c2cnn3-c2ccccc2)c1 (stereo not given)	-3	4	-1	3	-16	-48	-18	14	-74	-65	-6
O=C1Cc2ccccc2Sc2c(OCCN3CCCCC3)cccc21	-1	-2	25*	10	7	20	5	-35	19	9	-8
Cc1ncoc1C(=O)Nc1ccc(Oc2ccccc2)cc1	5	-4	-4	1	-30	-55	-87	-16	-44	-5	-16
Cc1cc(OCC(=O)NCCN2CCOCC2)ccc1Br	3	-4	-5	-6	-22	21	-9	5	-14	-9	-7
COc1ccc(C(=O)NC2CCCCCC2)cc1S(=O)(=O)N1CCCC1	4	-1	0	-8	2	1	-18	-11	1	8	-13
O=C(CNC(=O)c1ccc(N2C(=O)c3ccccc3C2=O)cc1)OCC(=O)c1ccccc1	6	4	-5	1	11	12	18	16	10	9	-5
O=C1CC(SC(=Nc2ccccc2)Nc2ccccc2)C(=O)N1c1cccc2ccccc12 (stereo not given)	-6	0	-11	5	-30	11	-3	13	4	21	0
Cn1c(CCC(=O)Nc2ccc(N3CCOCC3)cc2)nc(=O)c2ccccc21	-8	0	1	0	-24	-12	3	-14	1	-9	-6
O=C(C[C@@H]1C[C@@H]2c3cc(NS(=O)(=O)c4ccc(F)cc4)ccc3O[C@@H]2[C@H](CO)O1)NCc1ccc(Oc2ccccc2)cc1	nt	-3	8	-17	28	8	-13	31	18	29	23
CCCN1C(=O)c2ccc(C(=O)Nc3cc(C)on3)cc2C1=O	5	0	-3	1	3	19	7	-4	-4	-2	5
COc1ccc(/C=N/N=C/c2c[nH]c(=O)c(C#N)c2Nc2ccccc2)cc1	-5	-12	2	6	3	-2	-5	-38	-38	-12	15

From PubChem BioAssay

An excerpt, so the mix of outcomes need not match the whole.
